GLP-1R inv ag: inverse agonists of human GLP-1 receptor. P43220. HEK293 GLP-1R CRE-luciferase, luminescence, 24 h; GLP-1R form is constitutively active. AID 624417. Potency, µM (highest dose often 38.3 µM), without a hit: at the top dose activity change, negative = inhibition, usual class: inhibitors. hit rate 1.6% among 410,000; also: % is scaled to controls: 0 for no effect and ±100 for the full control effect; nearly all actives have a fitted effect of over 55% in size
Target sequence (P43220 whole entry, looked up): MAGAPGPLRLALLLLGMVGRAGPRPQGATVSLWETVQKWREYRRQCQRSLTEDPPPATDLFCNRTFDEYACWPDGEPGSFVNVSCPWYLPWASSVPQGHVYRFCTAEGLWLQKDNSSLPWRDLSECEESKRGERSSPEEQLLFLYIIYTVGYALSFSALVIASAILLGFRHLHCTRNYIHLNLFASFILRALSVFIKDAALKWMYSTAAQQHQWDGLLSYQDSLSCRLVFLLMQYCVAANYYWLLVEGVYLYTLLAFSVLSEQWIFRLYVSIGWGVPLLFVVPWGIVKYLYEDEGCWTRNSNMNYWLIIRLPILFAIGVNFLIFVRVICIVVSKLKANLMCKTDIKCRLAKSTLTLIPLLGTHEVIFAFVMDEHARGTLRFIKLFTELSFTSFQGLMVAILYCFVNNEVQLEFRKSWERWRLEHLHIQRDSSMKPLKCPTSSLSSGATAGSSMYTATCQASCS
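GLP-1R inverse agonism mode: basal reporter luminescence in engineered HEK293 cells measured after one day of compound exposure at 37 deg C, with a 12 min room-temperature detection step.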
PTHR1 agonist: agonists of human PTHR1 parathyroid hormone receptor. Q03431. HEK293 GP2 PTHR1 cells, GloSensor cAMP luminescence, 1 h. Potency, µM (titrated, usually from 115 µM), inactives show at the top dose activation, hits mostly activators. hit rate 0.075% among 410,000. AID 743266; also: nearly all actives have a fitted effect of over 55% in size; some results filed as inactive show a strong effect at the top dose; inactives centre near -15; many of its hits are not listed in these tables
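HEK-293-derived GP2 cells expressing PTHR1 and a GloSensor cAMP reporter, 3,000/well, plated overnight, given luciferin plus IBMX (each 0.5 mM as added) for 1 h at 37 °C, then compound for 1 h at 37 °C. Luminescence was read after 15 min at room temperature.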
GLP1R cytotox: cytotoxicity counter-screen for GLP-1 receptor inverse agonists; HEK293 cAMP-luciferase reporter cells, luminescence, 24 h; hit rate 0.13% among 410,000; AID 624418; Potency, µM (top dose mostly 38.3 µM), inactives show at the highest dose activity change, negative = inhibition, hits mostly inhibitors;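 also: loss of luciferase light is scored as toxicity; % is scaled to controls: 0 for no effect and ±100 for the full control effect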
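Seeding density was 200 cells/uL; after overnight-length (12 h) culture, 23 nL compounds went on for 24 h at 37 °C. Readout used a luciferase detection reagent, luminescence taken after 12 min at room temperature.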
Starred values were filed as active, the others as inactive; i = inactive; ? = inconclusive; [ ] = another dose, or the depositor's remark. Calls follow the shape of the dose curve; as a rule, active = well fitted curve in the direction sought with a large enough effect; inconclusive = small, poorly fitted or top-dose-only effect, or another doubt; inactive = no such curve, though single readings can be large; an effect the other way counts as inactive or inconclusive. Potency is read from the fitted curve at half-maximal effect.

SMILES	GLP-1R inv ag	PTHR1 agonist	GLP1R cytotox
CCOC(=O)N1CCC(NC(=O)c2cnn(-c3cccc(C)c3)c2C2CCN(C(=O)OC(C)(C)C)CC2)CC1	14%	i	1%
Cc1ccc(N2CCN(S(=O)(=O)c3ccc4oc(=O)c5ncn(C)c5c4c3)CC2)c(C)c1	4%	?	-16%
COC(=O)c1sc(NC(=O)c2cc3nc(-c4ccc(Br)cc4)cc(C(F)(F)F)n3n2)c(C(=O)OC)c1C	12%	i	7%
Cc1ccc2occ(CC(=O)N3CCN(c4cccc(Cl)c4)CC3)c2c1	?	-78%[inhibitor]	-5%
Cc1cccc(OCC(=O)Nc2c(C(=O)N3CCN(c4ccccc4F)CC3)oc3ccccc23)c1	6%	i	-5%
CCOc1ccc(NC(=O)c2sc(-n3nc(C)c(CCC(C)C)c3C)nc2C)cc1	10%	2%	8%
CCN1C(C(=O)c2ccccc2)=C(OC(=O)COc2ccc(OC)cc2)c2ccccc2S1(=O)=O	?	-20%	2%
CC(CCc1ccccc1)NC(=O)Cn1ncc2c3ccccc3n(Cc3ccccc3F)c2c1=O (centres undefined)	-12%	i	2%
O=C(NCc1ccccn1)c1nn(-c2ccccc2Cl)nc1CO	16%	i	-2%
Cc1cccc(N2CCN(C(=O)c3nn(C)c4c3CSc3ccccc3-4)CC2C)c1 (centres undefined)	?	-90%[inhibitor]	4%
Cc1ccc(C(=O)N2CCc3cc(CNC(=O)c4ccnn4C)ccc32)cc1	0%	-28%	-18%
COc1cccc(NC(=O)Cn2c(=O)n(-c3ccc(Cl)cc3)c(=O)c3sc4ccccc4c32)c1	-30%	?	-22%
COc1ccc(NC(=O)CSc2c3c(nc4ccccc24)CCC3)cc1Cl	-14%	i	-11%
CCOc1cccc(C(=O)N(Cc2ccc(C(C)C)cc2)C2CCS(=O)(=O)C2)c1 (centres undefined)	-22%	i	-8%
CC(=O)N1CCc2cc(CNC(=O)Nc3cc(Cl)ccc3C)ccc21	9%	-8%	-2%
Cc1ccc(OCC(=O)N(Cc2ccc(Cl)cc2)CC2CCCO2)cc1C (centres undefined)	?	-2%	6%
O=C(c1ccc2c(c1)OCCO2)N(Cc1cccnc1)c1nc2ccc(Cl)cc2s1	9%	i	0%
Cc1ccc(CNc2nc3c(S(=O)(=O)c4ccccc4)nnn3c3ccsc23)cc1	4%	17%	4%
O=S(=O)(NCCc1csc2nc(-c3ccc(Cl)cc3)nn12)c1ccc2c(c1)OCCO2	2%	-33%[inhibitor]	1%
CCOc1ccc(NC(=O)c2c(NC(=O)c3ccccc3F)sc3c2CCC3)cc1	-3%	-9%	7%
O=C(CCC1N=C2c3ccccc3N=C(SCC(=O)NCCc3ccccc3)N2C1=O)NCc1ccc(F)cc1 (centres undefined)	3%	-15%	18%
Cc1c(C2=CCN(S(=O)(=O)c3ccc(Br)cc3)CC2)c2ccccc2n1CC(=O)N1CCCC1	-6%	-35%	0%
CCOC(=O)c1c(C)[nH]c(C)c1S(=O)(=O)NCC(=O)N1CCN(c2ccccc2OC)CC1	-8%	i	3%
COc1ccc(-c2nc(S(=O)(=O)c3ccccc3)c(N3CCC(C)CC3)o2)cc1	8%	-9%	0%
O=C(c1ccccc1Cl)N1CCN(CCc2ccccn2)CC1	-11%	i	9%
COc1ccc(Br)cc1CNC(=O)c1cnc2sc(N3CCCC3)nn2c1=O	11%	1%	4%
CN1C(=O)c2[nH]nc(-c3ccc(F)cc3)c2C1c1ccccn1 (centres undefined)	4%	16%	-14%
Cc1cccc(N2CCN(CCCNC(=O)Cn3ncc4c([nH]c5ccccc54)c3=O)CC2C)c1 (centres undefined)	3%	-31%[inhibitor]	2%
CCc1nnc(SCC(=O)Nc2ccc(F)cc2F)c2cc3sc(C)cc3n12	44%[activator]	16%	-2%
CCc1ccc(-n2nc(C)c3c(C)cc(=O)n(CC(=O)NCc4ccc(C)cc4)c32)cc1	0%	i	0%

Part of the list above in order of SMILES length, rising:
SMILES	GLP-1R inv ag	PTHR1 agonist	GLP1R cytotox
O=C(c1ccccc1Cl)N1CCN(CCc2ccccn2)CC1	-11%	i	9%
O=C(NCc1ccccn1)c1nn(-c2ccccc2Cl)nc1CO	16%	i	-2%
CC(=O)N1CCc2cc(CNC(=O)Nc3cc(Cl)ccc3C)ccc21	9%	-8%	-2%
COc1ccc(NC(=O)CSc2c3c(nc4ccccc24)CCC3)cc1Cl	-14%	i	-11%
COc1ccc(Br)cc1CNC(=O)c1cnc2sc(N3CCCC3)nn2c1=O	11%	1%	4%
Cc1ccc(C(=O)N2CCc3cc(CNC(=O)c4ccnn4C)ccc32)cc1	0%	-28%	-18%
CCOc1ccc(NC(=O)c2c(NC(=O)c3ccccc3F)sc3c2CCC3)cc1	-3%	-9%	7%
O=C(c1ccc2c(c1)OCCO2)N(Cc1cccnc1)c1nc2ccc(Cl)cc2s1	9%	i	0%
CCOc1cccc(C(=O)N(Cc2ccc(C(C)C)cc2)C2CCS(=O)(=O)C2)c1 (centres undefined)	-22%	i	-8%
CC(CCc1ccccc1)NC(=O)Cn1ncc2c3ccccc3n(Cc3ccccc3F)c2c1=O (centres undefined)	-12%	i	2%
O=S(=O)(NCCc1csc2nc(-c3ccc(Cl)cc3)nn12)c1ccc2c(c1)OCCO2	2%	-33%[inhibitor]	1%
CCc1ccc(-n2nc(C)c3c(C)cc(=O)n(CC(=O)NCc4ccc(C)cc4)c32)cc1	0%	i	0%
Cc1cccc(N2CCN(CCCNC(=O)Cn3ncc4c([nH]c5ccccc54)c3=O)CC2C)c1 (centres undefined)	3%	-31%[inhibitor]	2%
CCOC(=O)c1c(C)[nH]c(C)c1S(=O)(=O)NCC(=O)N1CCN(c2ccccc2OC)CC1	-8%	i	3%
Cc1c(C2=CCN(S(=O)(=O)c3ccc(Br)cc3)CC2)c2ccccc2n1CC(=O)N1CCCC1	-6%	-35%	0%
O=C(CCC1N=C2c3ccccc3N=C(SCC(=O)NCCc3ccccc3)N2C1=O)NCc1ccc(F)cc1 (centres undefined)	3%	-15%	18%

(list continues)
SMILES	GLP-1R inv ag	PTHR1 agonist	GLP1R cytotox
Cc1ccc(-n2nc(C(=O)N3CCN(c4cccc(C(F)(F)F)c4)CC3)c3c4ccccc4n(C)c3c2=O)cc1	-5%	i	17%
Cc1ccc(Cn2c(CNC(=O)Cc3cccc(C)c3)nc3cccnc32)cc1	-6%	-7%	-4%
COC(=O)c1c(C)oc2ccc(N(C(=O)c3ccncc3)S(=O)(=O)c3c(C)cc(C)cc3C)cc12	-24%	-15%	0%
CC(=O)c1ccc(N2CCN(C(=O)c3cc4ccc5cccnc5c4[nH]3)CC2)cc1	5%	-36%[inhibitor]	1%
CC1Cc2ccccc2N1S(=O)(=O)c1nnc(NC(=O)c2ccccc2Br)s1 (centres undefined)	10µM*	-3%	-4%
Cn1nnnc1SCCCNCc1cccc(OCc2ccc(F)cc2)c1	-7%	-34%[inhibitor]	-21%
CCOCCCn1c(SCC(=O)Nc2ccccc2CC)nc2ccccc2c1=O	14%	i	6%
COc1ccccc1NC(=O)CSc1nc2nccnc2c(=O)n1CCc1c[nH]c2ccccc12	?	-7%	-29%
Oc1c(C(c2ccc(Cl)cc2)N2CCOCC2)sc2nc(-c3ccco3)nn12 (centres undefined)	-17%	-31%[inhibitor]	-18%
Cc1ccccc1-c1noc(-c2cc(C(C)C)[nH]n2)n1	?	-30%[inhibitor]	6%
CNS(=O)(=O)c1cn(CC(=O)Nc2ccc(F)cc2F)cc1S(=O)(=O)NC	14%	i	18%
CCOc1ccccc1CN(CCc1ccc2c(c1)OCO2)Cc1cc(OC)c(OC)cc1OC	?	i	-9%
Cc1ccc(NC(=O)CSc2nnc(NC(=O)NC3CCCCC3)s2)cc1	4%	i	8%
O=C(Nc1cccc(C(F)(F)F)c1)N1CC2CCCN2c2ccccc21 (centres undefined)	?	i	19%
CCC(=O)N1CCc2cc(S(=O)(=O)NCCC(=O)NC(C)c3ccccc3)ccc21 (centres undefined)	2%	-27%	-4%
O=C(C1CCN(c2nc3ccccc3[nH]2)CC1)N1CCN(c2cccc(Cl)c2)CC1	-19%	i	-25%
O=C1c2oc3ccccc3c(=O)c2C(c2cccc(Cl)c2)N1c1ccccn1 (centres undefined)	4%	i	1%
COC(=O)c1ccc(Cn2c(SCc3ccc(F)cc3)nc3ccncc32)cc1	-10%	i	-5%
Cc1nnc(NC(=O)CSCc2cc(=O)c3cc(Cl)ccc3[nH]2)s1	14%	-34%[inhibitor]	-1%
CC1CCCCN1CCCNC(=O)Cn1ncc2c3ccccc3n(Cc3ccccc3F)c2c1=O (centres undefined)	?	i	0%
CC(CCc1ccccc1)NC(=O)Cn1ncc2c3ccccc3n(Cc3ccc(F)cc3)c2c1=O (centres undefined)	-15%	i	-4%
COc1ccccc1OC(C)C(=O)N1CCC(c2nc3ccccc3s2)CC1 (centres undefined)	?	-21%	-8%
CCOC(=O)c1c(C)[nH]c(C)c1S(=O)(=O)NCC(=O)N1CCN(c2ccccc2F)CC1	-12%	i	-7%
Cc1ccc(C)c(NC(=O)CCN2C(=O)c3ccccc3Sc3ncccc32)c1	-14%	i	1%
Cc1ccc(-c2[nH]c3ccccc3c2SCCNC(=O)c2ccc(S(=O)(=O)N(C)C)cc2)cc1	-16%	-16%	-1%
CCOc1ccc(Nc2oc(-c3ccc(COc4ccccc4C)o3)nc2C#N)cc1	-2%	-26%	-18%
Cc1ccccc1CCNC(=O)c1ccc2c(c1)c(C)c(C)n2Cc1ccccc1	10µM*	15%	4%
COCCCNC(=O)c1ccc(-c2nc(CS(=O)(=O)c3ccc(C)cc3)c(C)o2)cc1	?	-32%[inhibitor]	-23%
CC(NC(=O)c1cccc(NC(=O)c2nsc3ccccc23)c1)c1ccccc1 (centres undefined)	?	i	2%
COc1ccc(C(=O)NCc2ccc3c(c2)CCN3C(C)=O)c(OC)c1	5%	15%	-13%

Structures above shown as hits in GLP-1R inv ag:
smiles,GLP-1R inv ag,PTHR1 agonist
CC1Cc2ccccc2N1S(=O)(=O)c1nnc(NC(=O)c2ccccc2Br)s1 (centres undefined),10µM*,-3%
Cc1ccccc1CCNC(=O)c1ccc2c(c1)c(C)c(C)n2Cc1ccccc1,10µM*,15%

The list goes on.
SMILES	GLP-1R inv ag	PTHR1 agonist	GLP1R cytotox
COc1cc(OC)c(NC(=O)Cn2cnc3c(nc4n3CCCCC4)c2=O)cc1Cl	6%	i	-1%
O=C(COc1ccc(F)cc1)Nc1ccccc1C(=O)OCc1cc(=O)n2nc(C3CC3)sc2n1	16%	2%	-4%
CC(C)c1ccc(NS(=O)(=O)c2ccc3[nH]cc(C(=O)NC4CCCC4)c(=O)c3c2)cc1	?	i	4%
CNC(=O)c1c(NC(=O)Cc2coc3ccc(OC)cc23)sc2c1CCCC2	?	-30%	-6%
NC(=O)c1c(NC(=O)c2cc(-c3ccc(F)cc3)on2)sc2c1CCCC2	1%	i	5%
CCOC(=O)c1cc(-c2ccccc2)n(CCCC(=O)Nc2ccc(C)cc2Cl)c1C	1%	?	-14%
COCCN1C(=O)c2[nH]nc(-c3ccccc3O)c2C1c1ccc(Cl)c(Cl)c1 (centres undefined)	?	i	-23%
CCCS(=O)(=O)N1CCC(N2CCN(Cc3ccc(C)cc3)C(=O)C2=O)CC1	3%	i	-4%
COc1ccc(Br)cc1CNC(=O)c1ccc2c(c1)nc1n2CCC(C)C1 (centres undefined)	8%	i	1%
CC(=O)c1ccc(NC(=O)c2cc(C)nc3c2c(C)nn3-c2ccc(C)cc2)cc1	-40%	-69%[inhibitor]	0%

Screens (PubChem)

This is a subset, so the mix of outcomes need not match the whole.
